Assay outcomes from PubChem BioAssay.
Growth percent in the NCI-60 one-dose screen (48 h, 10 µM unless noted): 100 = growth as untreated, 0 = no growth, -100 = all killed.
OVCAR-8: OVCAR-8 ovarian cancer; 81,000 tested, 4.4% active
A498: A498 renal cancer cells; 76,000 tested, 5.4% active; AID 1794774
RXF 393: RXF 393 renal cancer cells. AID 1794773. 77,000 tested, 6.9% active
SK-OV-3: SK-OV-3 ovarian cancer cells; AID 1794785; 80,000 tested, 3.2% active
ACHN: ACHN renal cancer | 81,000 tested, 4.9% active
IGROV1: IGROV1 ovarian cancer | 79,000 tested, 4.7% active
OVCAR-3: OVCAR-3 ovarian cancer; 79,000 tested, 7% active; AID 1794787
OVCAR-5: OVCAR-5 ovarian cancer; 82,000 tested, 2.9% active
OVCAR-4: OVCAR-4 ovarian cancer cells; 80,000 tested, 3.7% active; AID 1794784
Numbers without * were called inactive; nt = no result given. How the source made its calls: active means growth percent below 10; inactive means the rest.

molecule,OVCAR-8,A498,RXF 393,SK-OV-3,ACHN,IGROV1,OVCAR-3,OVCAR-5,OVCAR-4
CN(C)c1oc(C(=O)O)nc1C#N,100,110,120,98,105,110,123,108,116
Cc1c(C(=O)NCCc2ccc(N3CCC[C@@H]3C)cc2)nn(-c2ccc(Cl)cc2Cl)c1-c1ccc(Cl)cc1,90,103,97,85,77,71,84,90,76
CC(=O)Nc1ccc(C(=O)NC(=S)Nc2ccc(S(N)(=O)=O)cc2)cc1,95,104,93,101,102,92,98,96,85
O=C1CCC2c3[nH]c4ccccc4c3CCN12 (centres undefined),101,100,116,108,109,106,118,118,108
Nc1ccc(Cc2ccc([N+](=O)[O-])cc2)cc1,97,98,95,105,97,96,107,111,81
CCOC(=O)c1c(N2CCN(C)CC2)[nH]c(=O)c(C=Nc2ccc(OC)cc2)c1O,93,95,102,104,95,92,107,87,99
CN(C)Cc1ccccc1C(=O)C(c1ccccc1)c1ccccc1,96,91,117,107,99,102,111,102,116
C=C1c2nc3ccccc3n2C=C(c2ccc(Cl)cc2)N1Cc1ccccc1,76,85,66,83,81,106,92,100,-8.1*
CCCSc1nc(NC2CC2)c(C#N)c(-c2ccc(Cl)cc2)n1,85,115,94,103,83,107,101,90,77
CC/C=C\C[C@@H]1C/C=C2/C(=O)C=C[C@H]2C/C=C\CCCC(=O)O1,4.9*,-88*,-81*,-8.9*,-86*,nt,-95*,-33*,5.9*
Cc1nc2cnc(N)c(C#Cc3cncc(C(=O)Nc4ccc(Cl)c(C(F)(F)F)c4)c3)c2nc1C,70,55,-18*,120,30,17,39,55,65
Cc1cc(Cc2ccc(N=C=O)c(C)c2)ccc1N=C=O,95,91,104,114,104,113,nt,101,99
CC(C)c1ccc(NC(=O)Nc2ccc(NC(=O)c3ccccc3N)cc2)cc1,61,50,-25*,47,30,73,49,60,59
N#Cc1c(NCc2ccc(N3CCN(c4ccccc4)CC3)cc2)oc(-c2ccccc2)c1-c1ccccc1,64,81,101,87,58,88,89,94,74
COc1ccc2c(c1)=NC(=O)/C(=C\c1sc(Nc3ccc(S(N)(=O)=O)cc3)nc1O)C=2,101,nt,105,107,96,91,111,108,113
O=C(C(=O)c1cccc(C(=O)C(=O)c2ccccc2)c1)c1ccccc1,97,94,nt,100,102,104,107,101,86
COc1ccc([C@@H]2CC(=O)c3c(O)cc(O[C@@H]4OC(CO[C@@H]5OC(C)[C@H](O)C(O)C5O)[C@@H](O)C(O)[C@@H]4O)cc3O2)cc1O (some centres undefined),106,92,109,108,109,101,104,93,98
O=C1/C(=C/c2ccc(OCCCc3ccccc3)cc2)N=C2SCCCN12,97,101,123,101,100,111,100,104,73
C=CCC(CCCC)(C(=O)OCC)C(=O)OCC,102,111,105,117,102,119,118,106,116
CCCC(=O)Nc1ncnc2c1ncn2C1O[C@@H]2COP(=O)(O)O[C@H]2[C@H]1OC(=O)CCC (some centres undefined),106,102,nt,103,107,103,113,93,114
Cc1[nH]c(C(=O)Nc2ccccc2OC2CCNC2)c(Cl)c1Cl (centres undefined),94,71,77,99,43,66,84,96,79
N#[N+]c1ccc2c(S(=O)(=O)Oc3ccc(C(=O)c4ccccc4)c(OS(=O)(=O)c4cccc5c([O-])c([N+]#N)ccc45)c3)cccc2c1[O-],87,105,113,90,78,82,69,100,58
N#CCc1cccnc1,103,104,138,109,102,104,106,103,109
O=C1Nc2ccccc2/C1=C\c1c(-c2ccccc2)nc2ccccn12,69,29,27,30,41,46,12,68,79
NC(=Nc1ccccc1)SCc1ccc([N+](=O)[O-])cc1,96,89,101,99,84,106,104,93,103

Full records, quoted from the list. Order of values: OVCAR-8 | A498 | RXF 393 | SK-OV-3 | ACHN | IGROV1 | OVCAR-3 | OVCAR-5 | OVCAR-4
Entry for CN(C)Cc1ccccc1C(=O)C(c1ccccc1)c1ccccc1 : 96 | 91 | 117 | 107 | 99 | 102 | 111 | 102 | 116
Entry for CCCSc1nc(NC2CC2)c(C#N)c(-c2ccc(Cl)cc2)n1 : 85 | 115 | 94 | 103 | 83 | 107 | 101 | 90 | 77
Entry for CCCC(=O)Nc1ncnc2c1ncn2C1O[C@@H]2COP(=O)(O)O[C@H]2[C@H]1OC(=O)CCC (some centres undefined) : 106 | 102 | nt | 103 | 107 | 103 | 113 | 93 | 114

(more compounds)
molecule,OVCAR-8,A498,RXF 393,SK-OV-3,ACHN,IGROV1,OVCAR-3,OVCAR-5,OVCAR-4
COc1ccc(-c2cc(-c3cccnc3)nc(SCC(=O)c3ccc(Cl)cc3)c2C#N)cc1OC,86,71,81,nt,95,93,98,99,68
O=C(CSc1nc2ccccc2c(=O)n1-c1ccccc1)N/N=C/c1ccc(Oc2ccc(Br)cc2)cc1,63,82,62,85,91,66,117,94,82
CC1CC(NC(=S)S)CC(C)(C)C1 (centres undefined),95,96,91,99,89,86,81,88,75
Cc1nn(-c2ccc(F)cc2)c2nc(N)nc(N)c12,107,103,113,106,104,93,113,102,99
Cc1nc(Nc2cccnc2)sc1C(=O)/C=C/c1ccc(F)cc1,22,nt,18,72,39,30,5.9*,56,64
Cc1ccc(C2CC(c3ccc(NC(=O)Nc4ccccc4)cc3)=NN2c2ccc(S(C)(=O)=O)cc2)cc1 (centres undefined),7.9*,-16*,-79*,27,-44*,-28*,-2.6*,-51*,18
CCOC(=O)c1ccc(Nc2ccnc(SCC(=O)c3ccc([N+](=O)[O-])cc3)n2)cc1,68,38,nt,103,85,81,93,98,80
Nc1ccc(Cl)c2c(=O)cc[nH]c12,95,102,108,101,98,102,106,103,103
NNC(=O)Cc1cccc2ccccc12,110,nt,113,102,103,122,106,100,104
Cc1ccc(/C(=N\N=C(N)N)C2CC2)cc1,94,104,128,100,108,104,130,111,117
O=C(N[C@@H](CC(=O)N1CCn2c(nnc2C(F)(F)F)C1)Cc1cc(F)c(F)cc1F)c1ccc(O)cc1,94,106,109,106,102,93,101,96,100
COC(=O)[C@H](CCCCNC(=O)OC(C)(C)C)Nc1nc(N)nc(N(C)C2CCCCC2)c1C=O,94,98,104,114,106,111,113,105,94
CCCCn1c(=O)c(/C=C/C(=O)/C=C/c2cc3ccccc3n(CCCC)c2=O)cc2ccccc21,-0.9*,13,-90*,16,5.7*,1.5*,-16*,26,28
Cc1cc(C)n(Cc2cc(C(C)(C)C)cc(C(C)(C)C)c2)c(=O)c1C#N,93,97,101,87,98,97,106,84,90
O=C(NCc1cccc(Cl)c1)C1=NOC(Cc2nc3ccccc3[nH]2)C1 (centres undefined),98,88,119,103,109,103,103,102,101
CCCC(=O)OCCc1ccccc1,105,93,113,96,109,110,105,109,125
Cc1ccc2nc(-c3ccc(C(=O)N/N=C/c4ccc(Cl)cc4)cc3)[nH]c2c1,101,51,108,92,106,91,112,100,107
NC(N)=NN=C(c1ccccc1)c1ccccc1,40,34,-28*,5.2*,48,48,21,79,71
O=C1Nc2ccc(Cl)cc2/C1=C/c1ccc(OCc2ccc([N+](=O)[O-])cc2)cc1,93,nt,65,107,95,96,nt,97,94
O=CNc1cccc(-n2cnc3cc(-c4ccc(O)cc4)ccc32)c1,32,147,11,28,17,44,27,69,65
COc1cc(C2=N/C(=C\c3cc4cc(Oc5ccccc5)ccc4nc3OC)C(=O)O2)cc(OC)c1OC,98,116,121,107,119,105,102,109,110
O=[N+]([O-])c1ccc2c(c1)C(=Nc1ccc(N=C3c4ccccc4-c4ccc([N+](=O)[O-])cc43)cc1)c1ccccc1-2,105,88,106,101,113,103,103,108,101
CCNS(=O)(=O)c1ncnc2nc[nH]c12,114,110,122,108,119,97,113,102,102
C=CC(CO)N1CCCCC1 (centres undefined),99,88,109,106,113,110,101,106,102
COc1cccc(/C=C2\C=C(c3ccccc3)N(CCc3ccccc3)C2=O)c1,89,90,92,105,84,nt,95,86,85
CCOc1ccc2c(c1)C(C)=CC(C)(C)N2,106,89,100,105,108,102,101,98,93
COc1ccc(CCNC(=O)CS(=O)(=O)c2nnc3n(Cc4ccccc4)c(=O)c4c(C)c(C(N)=O)sc4n23)cc1,nt,88,122,108,94,117,110,109,85
COc1ccc2c(c1)Oc1nc(N)c(C#N)c(N)c1C2Sc1ccc(SC)cc1 (centres undefined),21,95,-55*,94,-66*,0.5*,-63*,112,37
CC(C)=C1C2CCC1C1C(=O)OC(=O)C21 (centres undefined),111,97,107,110,112,118,112,104,97
O=C(O)CCCCNC(=O)c1nc(-c2ccccc2)n(-c2ccc([N+](=O)[O-])cc2)n1,116,101,nt,112,102,109,111,101,110
O=C(OCC(O)C1OC(c2ccccc2)OC(COC(=O)c2ccccc2)C1O)c1ccccc1 (centres undefined),103,nt,96,108,106,103,118,105,93
Nc1ccccc1-c1ccc(-c2ccc(Br)cc2)c2c1[nH]c1ccccc12,84,nt,101,99,80,60,76,91,77
O=C(Nc1cccnc1Nc1ccc(F)cc1)c1cn(Cc2cccc(Oc3ccccc3)c2)nn1,81,60,74,87,84,91,72,115,86
COc1cccc(Cn2cc3c(c2-c2ccccc2)CCc2cnoc2-3)c1OC,88,79,96,75,87,100,90,105,81
Cc1ccc(/C=C/C2=NN(c3ccccc3)C(c3ccc(C)o3)C2)o1 (centres undefined),100,87,102,98,108,95,101,114,91
CCCCCCn1c(=O)c2c(nc(NCCc3ccc(O)c(O)c3)n2C)n(C)c1=O,93,98,87,94,60,63,76,89,78
C=C1C(=O)O[C@H]2[C@H]1CC/C(COC(=O)NCc1ccc(OC)cc1)=C\CC[C@@]1(C)O[C@@H]21,22,89,15,85,4.3*,nt,5.7*,78,41
C=CCOC(=O)Oc1ccccc1Cl,102,104,114,100,104,116,114,109,131
CC(C)C(C(=O)O)c1ccccc1 (centres undefined),101,93,103,91,102,111,101,99,101
O=C(Nc1ccc(OCc2ccccc2)cc1)Nc1ccc(Cl)c(C(F)(F)F)c1,2.4*,-15*,-3.2*,-30*,0.8*,19,7.8*,18,11
O=c1oc2ccccc2cc1C1=NN=C(SCc2ccccc2)SC1,101,119,109,98,97,101,103,105,89
CCC(C)[C@@H]1NC(=O)[C@H](C(C)CC)NC(=O)[C@H](C(C)CC)NC(=O)[C@@H]2CCCN2C(=O)[C@H](C(C)O)NC(=O)[C@@H]2CCCN2C(=O)[C@@H]2CCCN2C(=O)[C@H](CC(C)C)NC1=O (some centres undefined),104,110,nt,109,107,nt,117,104,101
CCCCN(CCCC)CC(C)(O)c1cc(-c2ccc(Cl)cc2)nc2c(C)cc(C)cc12 (centres undefined),100,99,109,104,86,114,102,89,nt
O=C(CCSc1nc(-c2ccccc2)c(-c2ccccc2)o1)N1CCCCC1,92,68,84,106,95,85,86,102,83
COc1cc(-c2nc(SC(C)C)nc(Nc3ccc(F)c(Cl)c3)c2C#N)cc(OC)c1OC,93,108,106,83,95,105,110,103,101
CSc1nc(N)c(CNC(C)c2ccccc2)c(=O)n1C (centres undefined),98,102,99,98,98,101,110,92,104
COC(=O)c1cc(C(=O)C(Br)Br)n2c1ccc1c3ccccc3ccc12,39,121,141,75,36,32,77,64,49
O=C1C2=C(Nc3ccccc3SC2c2ccccc2)c2ccccc21 (centres undefined),62,20,71,92,97,67,90,100,70
COc1cc2oc(-c3cccc(C(=O)Nc4ccc(Cl)cc4)c3)cc(=O)c2c(OCC(=O)N[C@@H](Cc2ccccc2)C(=O)O)c1OC,106,102,111,138,97,98,117,101,104
Cc1nn(-c2ccc(F)cc2)c2ncnc(Nc3ccc(NC(=O)Nc4c(Cl)cccc4Cl)cc3)c12,93,80,93,94,88,87,89,107,86

Some of the entries so far, as labelled records.
C=CCOC(=O)Oc1ccccc1Cl
- OVCAR-8: 102
- A498: 104
- RXF 393: 114
- SK-OV-3: 100
- ACHN: 104
- IGROV1: 116
- OVCAR-3: 114
- OVCAR-5: 109
- OVCAR-4: 131
CC(C)C(C(=O)O)c1ccccc1 (centres undefined)
- OVCAR-8: 101
- A498: 93
- RXF 393: 103
- SK-OV-3: 91
- ACHN: 102
- IGROV1: 111
- OVCAR-3: 101
- OVCAR-5: 99
- OVCAR-4: 101
O=C(Nc1ccc(OCc2ccccc2)cc1)Nc1ccc(Cl)c(C(F)(F)F)c1
- OVCAR-8: 2.4*
- A498: -15*
- RXF 393: -3.2*
- SK-OV-3: -30*
- ACHN: 0.8*
- IGROV1: 19
- OVCAR-3: 7.8*
- OVCAR-5: 18
- OVCAR-4: 11

(next part)
molecule,OVCAR-8,A498,RXF 393,SK-OV-3,ACHN,IGROV1,OVCAR-3,OVCAR-5,OVCAR-4
Cn1c2c(c3ccccc31)CCN1C[C@@H]3CCCC[C@H]3C[C@@H]21,20,-5.9*,-24*,9.1*,30,nt,-74*,25,41
NS(=O)(=O)Oc1ccc2c(c1)O/C(=C\c1ccc(-c3ccccn3)cc1)C2=O,93,nt,nt,77,98,96,103,95,104
CCCn1nc(C(=O)N2CCCCC2)c2c1CCC(NCc1ccc(N3CCCCC3)cc1)C2 (centres undefined),96,99,103,100,100,101,107,106,96
O=S(=O)(Nc1ccc2c(c1)OC(F)(F)O2)c1ccc(-c2cnc(C3CC3)o2)cc1,56,23,50,66,57,43,20,73,59
O=C(Nc1ccc2c(O)c(N=Nc3ccc4c(O)cc(S(=O)(=O)O)cc4c3)c(S(=O)(=O)O)cc2c1)c1ccccc1,100,nt,118,103,97,109,109,101,111
Nc1ccc(C(=O)Nc2ccc(Nc3ccccc3)c(S(=O)(=O)O)c2)cc1,88,115,111,91,108,106,99,100,99
